Bioassay records: PubChem, several laboratories
HCV core dimer: HCV core protein dimerization inhibition | AID 1899 | TR-FRET GST/Flag-core106 dimerization, 1536-well | actives 0.33% (n = 300,000) | inhibition, % at 5 µM;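 active = inhibition above the mean of all tested compounds plus 3 SD, set per screening campaign, cut at about 45% in these data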
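Material: GST/Flag-tagged HCV core106 proteins. Incubation: 4 h, 22.5 °C incubation. Read-out basis: inhibition (%) from 671 over 617 nm ratio. Measured by: TR-FRET, excitation 340 nm, emission 617 and 671 nm.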
TPT1 inhibitor: blocks Candida albicans tRNA 2'-phosphotransferase; AID 1962; recombinant caTPT1, FP RNA substrate dephosphorylation; inhibition, % at 5 µM; actives 0.81% (n = 300,000);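 active = inhibition above the mean of all tested compounds plus 3 SD, set per screening campaign, cut at about 24% in these data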;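 note: plate controls were DMSO alone for no effect and ferristatin control at 100 nM for full effect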
procasp3 activ: activators of human procaspase-3 | P42574 | activation, % at 8.5 µM | recombinant procaspase-3 D3A, Ac-DEVD-pNA absorbance 405 nm | AID 463141 | actives 0.11% (n = 330,000);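 active = activation above the mean of all tested compounds plus 3 SD, cut at about 21% in these data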;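 note: 0% = DMSO alone and 100% = DMSO wells spiked with extra 5 µM PC-3 D3A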
Target sequence (P42574 whole entry D9A/D28A/D175A): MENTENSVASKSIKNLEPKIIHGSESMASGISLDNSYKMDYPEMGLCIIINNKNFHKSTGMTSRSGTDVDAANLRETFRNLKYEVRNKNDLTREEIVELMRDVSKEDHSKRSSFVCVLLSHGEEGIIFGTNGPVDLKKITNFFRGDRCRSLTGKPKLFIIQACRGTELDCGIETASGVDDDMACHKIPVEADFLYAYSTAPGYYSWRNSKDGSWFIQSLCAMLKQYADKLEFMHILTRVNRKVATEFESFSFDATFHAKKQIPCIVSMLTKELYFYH
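Assay system: Autoprocessing-dead procaspase-3 D3A mutant enzyme; also added: Ac-DEVD-pNA; doses: one concentration, 8.5 µM nominal, 0.8% DMSO; times: 1 h compound preincubation, 2 h substrate hydrolysis at 25 °C; technique: 405 nm absorbance of p-nitroaniline, reads at 0 and 120 min; measure: % activation between DMSO and enzyme-spiked controls; repeats: single replicate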
Efflux pump mplx: antifungal efflux pump inhibition, Nile Red retention; actives 0.44% (n = 330,000); inhibition, % at 10 µM; S. cerevisiae Candida pump triplex;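 active = plate passing quality check with inhibition over a set limit, or well fluorescence over plate mean plus 4 SD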;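 note: Nile Red retained in pooled yeast measured as flow cytometry median fluorescence; 0% = buffer negative control and 100% = Enniatin B positive control; higher means more Nile Red kept so more efflux inhibition; some compounds called inactive have numbers as strong as hits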
PP1 counter: blocks human PP1-alpha phosphatase, a PP5 counter-screen; P62136; purified PP1alpha, OMFP fluorescence; inhibition, % at 6.7 µM; actives 0.9% (n = 320,000); AID 2235;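 active = inhibition above the mean inhibition of all tested compounds plus 3 SD, computed separately for each screening campaign, cut at about 15% in these data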
GASC-1 inh: inhibitors of human GASC-1 (JMJD2C) demethylase; Q9H3R0; GST-JMJD2C(1-420) H3K9me3 demethylation, DELFIA europium; inhibition, % at 2.35 µM; actives 0.069% (n = 330,000); AID 2099;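 active = more than half of a compound's replicate wells show inhibition beyond 50%, single wells judged on their own value; inconclusive = some, but no more than half, of replicates pass 50% inhibition; inactive = no replicate passes 50% inhibition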;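 note: signal counts dimethyl H3K9 product captured on neutravidin plate; 0% = median of DMSO wells and 100% = 0.3 times that DMSO median; strong numbers were not always called active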
Target sequence (Q9H3R0 1-420 limits assumed): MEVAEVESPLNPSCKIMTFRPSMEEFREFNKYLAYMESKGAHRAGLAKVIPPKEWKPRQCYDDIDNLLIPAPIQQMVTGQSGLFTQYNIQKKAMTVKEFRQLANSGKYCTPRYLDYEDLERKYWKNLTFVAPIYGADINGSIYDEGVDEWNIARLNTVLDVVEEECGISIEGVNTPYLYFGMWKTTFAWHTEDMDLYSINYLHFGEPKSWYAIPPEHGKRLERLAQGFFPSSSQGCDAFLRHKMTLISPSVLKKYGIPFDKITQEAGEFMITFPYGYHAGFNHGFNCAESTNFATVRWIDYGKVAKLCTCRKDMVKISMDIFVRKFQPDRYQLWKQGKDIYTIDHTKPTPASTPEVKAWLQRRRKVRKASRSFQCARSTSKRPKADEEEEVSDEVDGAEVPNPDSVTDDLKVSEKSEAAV
procasp7 counter: counter-screen for procaspase-3 activators: activators of human procaspase-7; P55210; activation, % at 8.5 µM; actives 0.093% (n = 330,000); recombinant procaspase-7, Ac-DEVD-pNA absorbance 405 nm; D23A/D198A/D206A triple mutant, cannot self-cleave; scale: DMSO 0, 5 µM enzyme 100;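 active = percent activation above the screen-wide mean plus 3 SD, cut at about 25% in these data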
Target sequence (P55210 whole entry D23A/D198A/D206A): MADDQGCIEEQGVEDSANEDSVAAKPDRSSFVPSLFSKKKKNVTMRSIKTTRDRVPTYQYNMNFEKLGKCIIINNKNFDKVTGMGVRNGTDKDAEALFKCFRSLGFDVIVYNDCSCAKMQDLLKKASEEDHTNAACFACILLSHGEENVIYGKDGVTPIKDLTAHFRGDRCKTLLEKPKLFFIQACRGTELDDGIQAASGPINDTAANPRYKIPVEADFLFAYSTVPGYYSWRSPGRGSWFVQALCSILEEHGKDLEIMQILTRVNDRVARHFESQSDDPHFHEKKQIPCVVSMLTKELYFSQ
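Assay system: Uncleavable procaspase-7 mutant enzyme | Input: 2 µM procaspase-7 mutant as dispensed | Timing: 1 h compound preincubation, 2 h substrate cleavage, 25 °C | Repeats: One well per compound | Control set: DMSO wells as 0%, DMSO with 5 µM added PC-7 as 100% | Technique: Epi-absorbance of released pNA at 405 nm, two timepoints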
CTSL1 counter: blocks F. hepatica cathepsin L1 in PFM18AAP counter-screen. recombinant F. hepatica cathepsin L1, Z-Leu-Arg-MCA fluorescence. inhibition, % at 5.96 µM. actives 0.49% (n = 300,000). AID 1906;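 active = inhibition above the mean of all tested compounds plus 3 SD, set per screening campaign, cut at about 17% in these data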;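 note: 0% = plate median of test compound wells and 100% = 1 µM Z-Phe-Ala-diazomethylketone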
PP5 primary: PP5 (human) phosphatase inhibition; AID 1987; actives 0.18% (n = 320,000); inhibition, % at 6.7 µM; P53041; purified PP5c, OMFP substrate fluorescence;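 active = inhibition above the campaign's mean inhibition across all tested compounds plus 3 SD, cut at about 9.5% in these data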;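 note: 0% = DMSO only and 100% = 100 µM cantharidin control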
Active calls of the source: *; ? = inconclusive; nt = not tested or not shown.

Below each compound – HCV core dimer	TPT1 inhibitor	procasp3 activ	Efflux pump mplx	PP1 counter	GASC-1 inh	procasp7 counter	CTSL1 counter	PP5 primary
CN(C)CCCn1c(=O)n(Cc2ccccc2)c(=O)c2c3c(sc21)CCCCC3
    -6	0	-1	-0.1	-1	-2	-1	4	-1.5
CCCS(=O)(=O)N1CCN(C(=O)c2cc(OC)cc(OC)c2)CC1
    -1	-2	5	0.1	-3	-2	8	-1	1.1
CCCNS(=O)(=O)/C=C/c1ccccc1
    0	1	-4	0.1	1	9	-6	-3	-1.9
CCOc1ccc(CCNC(=O)C2CCCN(c3ncnc4c3nc3n4CCCCC3)C2)cc1 (stereo unspecified)
    2	3	2	-0.1	2	-9	5	-1	-0.2
O=[N+]([O-])c1ccc(Nc2ccc(F)cc2)cc1
    -3	-5	-5	0.1	0	10	-8	3	0.8
CN(C)C(=O)c1ccc(NC(=O)CN2C(=O)NC3(CCCc4ccccc43)C2=O)cc1 (stereo unspecified)
    -9	-2	10	-0.1	-5	20	9	-2	-0.5
O=C(NCc1ccco1)C1CCCN(S(=O)(=O)c2cccc3nonc23)C1 (stereo unspecified)
    30	-2	-22	0.1	-4	-5	-30	5	2.0
OC1(c2ccc(F)cc2)CSC(=Nc2cccnc2)N1Cc1ccco1 (stereo unspecified)
    -5	0	-3	0.2	-4	10	-13	-6	0.1
COc1ccc(OC)c(NC(=O)CSc2nnc(CNC(=O)c3cccs3)o2)c1
    5	1	5	0.0	-2	4	-2	3	0.3
CCCC(CCC(=O)Nc1ccc(S(N)(=O)=O)cc1)C(=O)O (stereo unspecified)
    -7	-2	7	-0.2	1	-10	3	-3	0.9
O=C(CC1C(=O)NCCN1Cc1cccc(Oc2ccccc2)c1)NCc1cccnc1 (stereo unspecified)
    3	-4	1	-0.2	3	4	2	3	-0.1
CCOC(=O)C1CCN(C(=O)CCNS(=O)(=O)c2ccc3c(c2)CCN3C(=O)CC)CC1
    -8	-3	8	0.0	2	-4	11	-2	-1.6
CCn1nccc1C(=O)Nc1nccs1
    -6	-3	2	-0.2	1	nt	6	2	-0.8
O=c1c2ccccc2nnn1CCO
    10	-3	4	-0.1	0	4	7	-1	1.1
CCCCn1c(N)c(N(CC(C)C)C(=O)CSC(C)C(=O)Nc2cc(C)on2)c(=O)[nH]c1=O (stereo unspecified)
    -3	-3	6	-0.1	-2	0	-1	1	0.1

Given with each value named: entries from further up.
molecule: CCn1nccc1C(=O)Nc1nccs1
  HCV core dimer = -6
  TPT1 inhibitor = -3
  procasp3 activ = 2
  Efflux pump mplx = -0.2
  PP1 counter = 1
  GASC-1 inh = nt
  procasp7 counter = 6
  CTSL1 counter = 2
  PP5 primary = -0.8
molecule: O=c1c2ccccc2nnn1CCO
  HCV core dimer = 10
  TPT1 inhibitor = -3
  procasp3 activ = 4
  Efflux pump mplx = -0.1
  PP1 counter = 0
  GASC-1 inh = 4
  procasp7 counter = 7
  CTSL1 counter = -1
  PP5 primary = 1.1

Next section:
Below each compound – HCV core dimer	TPT1 inhibitor	procasp3 activ	Efflux pump mplx	PP1 counter	GASC-1 inh	procasp7 counter	CTSL1 counter	PP5 primary
COc1ccc(NC(=O)c2ccc(S(=O)(=O)N3CCCC3)cc2)cc1OC
    nt	nt	10	-0.1	-2	2	-1	nt	2.0
CN(CC(=O)Nc1ccc(Cl)c(C(F)(F)F)c1)C(=O)c1cccnc1Sc1ccccc1
    0	-4	4	-2.4	3	2	12	-2	3.8
Cc1ccc(S(=O)(=O)c2c(C)cc(C)nc2Oc2cccc(C)c2C)cc1
    7	-7	3	0.1	0	0	3	1	1.6
CCC1(CC)NC(=O)N(CC(=O)Nc2ccc(S(=O)(=O)N3CCOCC3)cc2)C1=O
    2	2	-1	0.1	-1	8	5	2	-3.5
CCOC(=O)C1=C(O)/C(=C\c2ccc(O)c(OCC)c2)N=C1C
    -4	3	0	0.2	-1	-6	-1	2	1.3
CCn1c(SCC(N)=O)nc2c(c1=O)C1(CCCC1)Cc1ccccc1-2
    4	1	-1	0.0	2	4	12	2	6.5
CCCCC12CN3CC(C)(CN(C1)C31C(=O)N(C)c3ccc(C)cc31)C2=O (stereo unspecified)
    0	-1	6	-0.1	-1	-3	-10	-2	-1.6
CN(C)CCCN(C(=O)c1ccc(S(=O)(=O)N(C)C2CCCCC2)cc1)c1nc2ccc(F)cc2s1
    4	-3	1	-0.1	-1	-1	-4	2	0.2
Cc1ccccc1N1CC2=C(C1=O)C(c1ccccc1)NC(=O)N2C (stereo unspecified)
    3	-2	10	0.1	-3	-35	7	4	1.6
O=C(NCc1ccccc1)[C@@H]1C[C@H]1[C@@H](NP(=O)(c1ccccc1)c1ccccc1)c1ccccc1
    5	-2	10	nt	-1	-26	8	-2	2.2
CSc1nsc(SCC(=O)N2CCCc3ccccc32)n1
    8	-2	-3	0.0	2	14	4	-4	1.8
O=C1CCC(=O)N1CC(O)COc1ccccc1 (stereo unspecified)
    1	0	-4	0.2	2	2	1	-4	1.4
C/C=C(\C)C(=O)NCCN1C2=NC[C@@H](C)N2C[C@@H]1Cc1ccc(OC)cc1
    -4	1	8	0.2	-3	17	-3	1	-0.6
Cc1ccc(N(C(C)C(=O)O)S(=O)(=O)c2c(C)[nH]c(=O)[nH]c2=O)cc1 (stereo unspecified)
    0	-3	-3	0.1	-3	7	-5	-1	0.7
O=C(N/N=C/c1ccccc1O)c1ccc2c(c1)OCO2
    -16	-8	-56	-0.2	3	-14	-77	6	2.1
CCc1nnc(NC(=O)c2n[nH]c(=O)c3ccccc23)s1
    3	-1	5	0.1	-3	1	2	0	-0.4
Cc1ccc(Nc2nnc(SCC(=O)NCCN3C(=O)CSC3=O)s2)cc1
    -7	-1	-4	0.0	-5	5	-11	-4	3.0
CC(C(=O)NC(=O)NC1CCCCC1)N1CCN(c2ccc(O)cc2)CC1 (stereo unspecified)
    nt	nt	-13	-0.3	-3	-3	-24	nt	1.1
O=C(Cn1nnc(-c2ccccc2F)n1)Nc1ccc2c(c1)OCCO2
    0	-1	0	-0.2	2	-4	-1	0	0.5
CCCCCCN[C@H]1CCC2C3CC=C4C[C@@H](O)CC[C@]4(C)C3CC[C@@]21C (stereo partly specified)
    nt	nt	3	0.6	nt	-9	4	nt	nt
CCCCOC(=O)Nc1ccc(S(=O)(=O)Nc2ccc([N+](=O)[O-])cc2)cc1
    6	-2	9	-0.3	4	-9	-1	1	3.1
COc1ccc(S(=O)(=O)N2CCCCC2)cc1NC(=O)CN1C(=O)NC(C)(C2CC2)C1=O (stereo unspecified)
    nt	nt	6	-0.2	3	5	-5	nt	-1.3
COc1ccc(C(=O)N/C(=C\c2ccccc2)C(=O)N2CCOCC2)cc1
    -10	-3	7	-0.4	2	-4	1	0	-0.2
CC1CCCC(NC(=O)COC(=O)Cc2ccsc2)C1C (stereo unspecified)
    -3	-3	-9	-0.2	-1	0	0	-8	0.2
CCCc1[nH]nc2c1C(c1ccccc1OC)C(C#N)=C(N)O2 (stereo unspecified)
    2	3	-3	-0.1	-2	-5	3	-1	2.2
O=C(CSCc1ccccc1)N/N=C/c1cc2c(cc1Br)OCO2
    5	-3	13	0.2	7	6	2	2	1.5
CCc1cccc(NC(=O)C2CCN(S(=O)(=O)c3cccs3)CC2)c1
    -1	4	-3	-0.1	0	-1	5	1	4.3
COc1ccc(-c2cc(C(=O)OC(C)C(=O)Nc3c(C)n(C)n(-c4ccccc4)c3=O)c3ccccc3n2)cc1 (stereo unspecified)
    4	0	-8	-0.1	1	-18	4	-2	4.9
C[C@H](NC(=O)c1ccco1)C(=O)NNC(=O)c1ccc(F)cc1
    nt	nt	-2	0.0	nt	9	3	nt	nt
COc1cc(Cl)cc(C(=O)O)c1OCC(=O)O
    -3	-1	-2	0.2	-9	-42	-9	-11	-0.6
COc1ccc(Nc2cc(C)nc(-n3nc(C)cc3C)n2)cc1
    3	-2	5	0.2	0	2	12	-2	1.9
C/C(N)=C(/C#N)C(=O)CSc1nc2ccccc2c(=O)n1-c1ccc(C)c(Cl)c1
    1	2	-16	0.1	1	-2	-1	1	3.9
CC(C)CC1CCCCC1OC(=O)CN1CCCCC1 (stereo unspecified)
    -2	-2	2	0.1	-2	5	-2	1	-1.0
Cc1ccc(CN2CCN(/N=C\C(Br)=C\c3ccccc3)CC2)cc1
    -1	-4	4	0.0	0	-14	-4	6	0.5
C=CCN(Cc1nc(-c2ccccc2)no1)C(=O)c1ccco1
    -12	-2	4	0.1	5	6	0	0	2.1
Clc1ccc(SCc2cc(N3CCOCC3)nc(-c3ccccn3)n2)cc1
    4	-1	-3	-0.1	24*	-1	13	2	1.3
Cn1c(=O)c2[nH]c(Nc3ccccc3)nc2n(C)c1=O
    -17	-3	-6	0.1	2	8	-3	0	1.2
COc1cc(C(=O)NNC(=S)NC(=O)c2ccc3c(c2)OCO3)cc(OC)c1OC
    3	3	-8	-0.1	-4	-1	-7	-2	0.8
CCCN1C(=O)CSC1=Nc1ccccc1
    5	-1	10	-0.5	0	1	12	1	-1.0
O=C(/C=C/c1ccc([N+](=O)[O-])s1)N1CCCC1
    5	1	0	0.1	2	2	7	3	-1.7
COc1ccc(OC)c(C2C(C(=O)O)c3ccccc3C(=O)N2C)c1 (stereo unspecified)
    7	-1	3	0.0	-2	0	-2	0	-0.2
COc1ccc(NC(=O)CSc2ccc(NC(C)=O)cc2)cc1S(=O)(=O)N1CCOCC1
    nt	nt	5	-0.1	nt	-3	14	nt	nt
CS/C(=N\S(=O)(=O)c1ccc(Cl)cc1)c1ccccc1
    9	-1	8	0.0	-2	2	6	0	3.0
CCCn1ncc2c(Nc3ccc(C)c(C)c3)ncnc21
    5	-4	1	-0.1	0	2	-7	1	2.7
Cc1ccc(C)c(C(=O)CN2C3=NCCCN3c3ccccc32)c1
    -2	2	-3	0.1	1	4	3	0	-0.1
CC(C)CCN1CCN(Cc2ccsc2)CC1CCO (stereo unspecified)
    -3	3	1	-0.1	-1	-2	1	-1	-0.3
CCN(CC)S(=O)(=O)c1ccc(NC(=O)C2COc3ccccc3O2)cc1 (stereo unspecified)
    4	-8	-5	0.2	-4	3	6	-1	-1.2
CCN(C(=S)Nc1cccc(C)c1)c1ccccc1
    0	-2	-1	0.5	-2	34	-6	-1	0.8
Cc1cc(C)c(C#N)c(SCC(=O)c2cc(C)n(CCc3ccccc3)c2C)n1
    11	3	-1	0.1	8	?	0	-4	-2.8
COc1ccc(N2CCN(C(=O)COC(=O)c3oc4ccccc4c3C)CC2)cc1
    nt	nt	-2	0.0	0	2	7	nt	3.0
Cn1c(C(=O)O)ccc1S(=O)(=O)N(Cc1ccccc1)Cc1ccccc1
    1	-2	-2	-0.1	-1	0	-3	1	-2.3
